Bioassay records as filed in PubChem.
aDG glyco up: activators of alpha-DG glycosylation, primary screen, uHTS, Pro5-aDG cells, AlphaScreen; alpha-DG glycosylation AlphaScreen (IIH6); 0% Pro5, 100% B10-LARGE cell signal; AID 624168, 2012; activation, % at 10 µM; 360,000 tested, 0.22% active;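 active = activation of at least 8% versus controls, or a plate z-score of at least 8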;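 note: Pro5 are CHO cells carrying HIG-tagged alpha-DG that lacks glycosylation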
Granule exo inh: LAMP-1 surface exposure blockers, TALL-104 cells – cell-based, flow cytometry, MLPCN library, primary screen. TALL-104 LAMP-1 surface exposure; cells stimulated with thapsigargin and PMA. inhibition, % at 10 µM. 360,000 tested, 0.66% active. AID 651702, 2012;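 active = inhibition above about 55%, limit read from the data; inconclusive = no clear call, values can overlap the other calls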
hiPSC survival: enhancers of single-cell hiPSC survival, primary screen, ATPlite luminescence; 100% = ROCK inhibitor wells, 0% = DMSO; survival enhancement, % at 20 µM; 360,000 tested, 0.044% active; AID 602274, 2012; in the data active = survival enhancement above about 18%;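 note: cells exposed to compounds for 16 hours before the ATP read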
CaV13 ICDI inh: Primary screen for inhibitors of IQ motif and Ca2+-dependent inactivation inhibitor domain binding in CACNA1D, Förster resonance energy transfer in living cells, … | HEK cells, CFP/YFP FRET ICDI-IQ, plate reader, 10 min; percent FRET-ratio fall versus neutral wells | inhibition, % at 12.3 µM | 340,000 tested, 0.098% active;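 active = mean replicate inhibition of at least 30% and at least 1% of replicates passing that level; inconclusive = only one of the two criteria is met; inactive = neither criterion is met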;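 note: 0% = median of the neutral control wells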
PDI turbidity: inhibitors of human PDI, primary screen, biochemical, turbidity, single point, plate reader; PDI insulin aggregation turbidity, A650, 90 min; 350,000 tested, 0.052% active; inhibition, % at 10 µM; Protein disulfide-isomerase (Homo sapiens), P07237; AID 588391, 2011;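 active = mean inhibition across replicates of 30% or more, whatever share of single replicates reach that level; inconclusive = mean inhibition below 30% while every single replicate reaches 30%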;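 note: absorbance from insulin aggregation driven by PDI reduction with DTT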
Target sequence (P07237 whole entry, looked up): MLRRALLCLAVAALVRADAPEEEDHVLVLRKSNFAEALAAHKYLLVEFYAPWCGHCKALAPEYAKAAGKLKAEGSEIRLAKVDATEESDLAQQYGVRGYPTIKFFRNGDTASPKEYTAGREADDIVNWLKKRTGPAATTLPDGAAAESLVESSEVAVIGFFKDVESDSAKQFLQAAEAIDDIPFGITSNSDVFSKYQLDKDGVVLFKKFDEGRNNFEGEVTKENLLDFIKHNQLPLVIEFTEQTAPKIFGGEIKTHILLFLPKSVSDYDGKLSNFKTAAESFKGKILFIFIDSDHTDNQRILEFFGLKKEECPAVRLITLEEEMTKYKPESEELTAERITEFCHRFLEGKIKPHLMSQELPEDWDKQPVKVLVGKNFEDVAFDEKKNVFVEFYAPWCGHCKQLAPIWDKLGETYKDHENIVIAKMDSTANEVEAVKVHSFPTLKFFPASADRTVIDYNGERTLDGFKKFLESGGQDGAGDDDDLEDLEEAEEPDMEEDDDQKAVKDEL
Cardio protect: cardioprotection against H2O2-induced cell death, primary screen, uHTS, H9c2 cells, ATPLite luminescence; protection from H2O2 cell death, % at 20 µM; 360,000 tested, 0.63% active; H9c2 cardiomyocytes, H2O2 injury protection, 2 h;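 active = compounds giving at least 50% protection of heart cells from peroxide-induced death in the single-dose screen, raw or plate-pattern-corrected value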;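 note: 0% = DMSO wells with peroxide and 100% = DMSO wells without peroxide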
Vif inh: HIV Vif self-association inhibitors, primary screen, imaging, HEK293T, single point; 340,000 tested, 0.35% active; HEK293T cells, Vif self-association by quenched fluorescence, 24 h; inhibition, % at 7.49 µM; AID 602346, 2012; in the data active = inhibition above about 50%, passing the limit was not always enough; inconclusive = no clear call, values can overlap the other calls; inactive = below about 31%; note: some results filed as inactive read as strong as hits
Glyco luc inh: increase of ERlucT glycosylation luciferase signal, primary screen, N-linked glycosylation inhibitor project, D54 ERlucT cells, luminescence, set 2; D54 ERlucT glycosylation luciferase reporter, 24 h; percent of 100 nM tunicamycin response; reporter increase, % at 12.5 µM; 360,000 tested, 0.23% active; AID 588692, 2011;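 active = mean luciferase reporter signal, scaled so untreated is 0 and the glycosylation-blocking control 100, at or above a set limit in every replicate; inconclusive = mean reaches the limit but not every replicate does; inactive = mean below the limit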;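 note: luciferase carries N-glycosylation sites so blocking glycosylation raises the light; 0% = median of neutral control wells and 100% = median of 100 nM tunicamycin wells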
ABCB6 inh 2: ABCB6 transporter inhibitors, primary screen, K562-ABCB6 cells, flow cytometry, MLPCN library. fluorescence ratio to DMSO, % at 10 µM. AID 602162, 2011. 360,000 tested, 0.19% active. K562-ABCB6 porphyrin accumulation, 1 h; hits give low values. ATP-binding cassette sub-family B member 6 (Homo sapiens), Q9NP58;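 active = fluorescence ratio to DMSO below 75%, the collection mean minus 3 SD; inconclusive = too few cells collected in the well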;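 note: signal is porphyrin accumulated inside mitochondria; 100% equals median channel fluorescence of DMSO control wells; lower ratio means ABCB6 inhibition with less porphyrin fluorescence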
m5-HT2A agonist: mouse Htr2a agonists via beta-arrestin recruitment, primary screen, cell-based, luminescence | CHO-K1 mHTR2A beta-arrestin complementation; percent of 30 µM serotonin response | 360,000 tested, 0.66% active | activation, % at 7.6 µM | AID 624169, 2012 | 5-hydroxytryptamine receptor 2A (Mus musculus), P35363;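 active = activation above a run cutoff, the mean activation of all tested compounds plus 3 SD, cut at about 14% in these data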;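 note: 0% = plate median of compound wells and 100% = 30 µM serotonin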
Target sequence (P35363 whole entry, looked up): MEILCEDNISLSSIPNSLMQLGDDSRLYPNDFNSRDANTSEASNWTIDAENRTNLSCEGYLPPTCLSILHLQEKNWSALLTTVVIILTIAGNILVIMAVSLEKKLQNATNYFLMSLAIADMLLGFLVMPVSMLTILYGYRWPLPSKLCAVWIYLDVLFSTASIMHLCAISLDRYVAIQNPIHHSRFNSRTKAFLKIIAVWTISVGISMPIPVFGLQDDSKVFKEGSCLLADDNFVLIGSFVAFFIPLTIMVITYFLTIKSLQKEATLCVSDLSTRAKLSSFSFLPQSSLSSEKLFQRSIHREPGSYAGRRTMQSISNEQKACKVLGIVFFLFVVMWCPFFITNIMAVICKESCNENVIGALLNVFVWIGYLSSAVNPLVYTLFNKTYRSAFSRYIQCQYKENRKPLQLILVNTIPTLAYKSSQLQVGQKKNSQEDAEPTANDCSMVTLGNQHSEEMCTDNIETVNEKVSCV
* marks the source's active call; other numbers are inactive results; ? = inconclusive; / = not tested or not shown.

SMILES | aDG glyco up | Granule exo inh | hiPSC survival | CaV13 ICDI inh | PDI turbidity | Cardio protect | Vif inh | Glyco luc inh | ABCB6 inh 2 | m5-HT2A agonist
COc1cccc2c1C(=O)c1c(O)c3c(c(O)c1C2=O)C[C@@](O)(C(C)=O)C[C@@H]3O[C@H]1C[C@H](N)[C@H](O)[C@H](C)O1 | -0.4 | -4 | -4.5 | -6 | 10 | -13 | -8 | -13 | 506 | 0
Cc1ccc(N(CC(=O)NC2CCCC2)C(=O)Cn2nnc(-c3ccccc3F)n2)cc1 | -0.1 | -11 | 0.3 | -3 | 11 | -8 | -4 | -1 | 95 | 3
CCN(C(=O)COC(=O)c1ccc(O)cc1O)c1c(N)n(Cc2ccccc2)c(=O)[nH]c1=O | -0.2 | 2 | -0.4 | -2 | 24 | -6 | 5 | 4 | 104 | -8
COC(=O)c1c(C)[nH]c(C(=O)CSc2nnnn2-c2ccccc2)c1C | 0.1 | 4 | -0.4 | / | 16 | -6 | 1 | -2 | 100 | -1
Cc1ccc(/C=C/C(=O)OCC(=O)NCc2ccc(Cl)cc2)o1 | 0.0 | -2 | -0.1 | -19 | 6 | -3 | 12 | 0 | 97 | -3
COc1ccc(C2CC(=O)Oc3c(C(CCN4CCN(c5ccccc5)CC4)c4ccc(N(C)C)cc4)c(OC)cc(OC)c32)cc1 (stereo not given) | -0.7 | 0 | -2.7 | -9 | 11 | -7 | -2 | 1 | 91 | -22
Cc1ccc(NC(=O)C2CCN(S(=O)(=O)c3ccc4c(c3)CC(C)N4C(=O)C3CCC3)CC2)nc1 (stereo not given) | 0.0 | 22 | 0.1 | -7 | -8 | -4 | -9 | -4 | 99 | 6
COc1ccc(NC(=S)N2CCN(C(=O)C3CCCO3)CC2)cc1 (stereo not given) | -0.1 | 7 | -0.1 | -6 | 1 | -2 | -4 | 1 | 105 | 3
O=C(CN(C1CCCCC1)S(=O)(=O)c1ccc(F)cc1)NC1CC1 | 0.0 | -5 | -1.8 | -10 | 7 | -1 | -4 | 0 | 92 | 1
Cc1ccc(S(=O)(=O)N2CCOCC2)cc1NC(=O)CN(C)CC(=O)Nc1cccc(F)c1 | -0.3 | -9 | -1.9 | -4 | 6 | -3 | / | 2 | 95 | -4
CCOC(=O)[C@H]1[C@H]2COc3ccc(Cl)cc3[C@@H]2N2C(=O)c3ccc(Cl)cc3NC(=O)[C@@]12C | 0.1 | -9 | 1.5 | -10 | -1 | 21 | -1 | -1 | 98 | 2
Oc1ccc(-c2c(C3=CCCCC3)sc3ccccc23)cc1 | 0.0 | 5 | -0.7 | -10 | -2 | -9 | -3 | 1 | 101 | -2
O=C(C1Cc2ccccc2CN1S(=O)(=O)c1cccs1)N1CCCCC1 (stereo not given) | 0.7 | -1 | -2.5 | -4 | 1 | 4 | -1 | 0 | 96 | 0
COc1ccccc1NC(=O)Cn1nnc2sc3c(c2c1=O)CC(C)(C)OC3 | 0.1 | 0 | 0.1 | -3 | -3 | 3 | -5 | 1 | 99 | -4
CC1CC(C)CN(C(=O)COC(=O)CNS(=O)(=O)/C=C/c2ccccc2)C1 (stereo not given) | -0.1 | 1 | -0.6 | -4 | 2 | -28 | 30 | -2 | 105 | 2
COc1ccc(NC(=O)c2cc(-c3sc(NC(=O)c4ccccc4)nc3C)n(CCO)n2)cc1 | 0.0 | 1 | / | -14 | / | / | / | / | / | 10
OCCOCCn1c(-c2ccccc2)nc(=S)c2c1CCCC2 | 0.2 | 5 | 3.7 | -6 | 6 | 3 | / | 1 | 100 | 4
CCOC(=O)N/N=C/c1ccc(N(CC)CC)cc1O | 0.4 | -5 | -0.1 | -10 | -2 | 19 | 1 | 16 | 98 | -2
COc1cc(CN2CCCC(N3CCN(c4ccccc4C)CC3)C2)ccc1O (stereo not given) | 0.2 | 50 | -0.6 | -19 | 4 | -2 | ? | 0 | 104 | -1
CCC(C)Nc1nc(OC)nc(N(C)C#N)n1 (stereo not given) | 0.2 | 0 | 2.0 | -1 | 7 | 2 | 9 | 4 | 100 | 0
CCOC(=O)CNC(=O)C(Cc1ccccc1)NC(=O)OCc1ccccc1 (stereo not given) | -0.2 | -4 | -2.5 | 1 | -1 | 10 | 1 | -1 | 90 | 5
CCOC(=O)c1cc(-c2cc3ccccc3o2)nc2c1c(=O)[nH]c(=O)n2CCOC | 0.0 | 0 | 7.7 | -4 | -11 | 3 | -11 | 2 | 100 | -1
COc1ccc(NC(=O)c2cc(S(=O)(=O)N(C)C)ccc2N2CCCC2)cc1Cl | 0.1 | 0 | -0.9 | -3 | 3 | 2 | 3 | 36* | 101 | 0
COc1cc(/C=C/C(=O)O)cc(S(=O)(=O)NC2CCCC2)c1OC | 0.0 | 1 | 0.0 | -15 | 16 | 2 | -2 | 1 | 96 | -3
O=C(Nc1ccc2c(c1)CCC2)c1cccc(OC(F)F)c1 | 0.2 | -5 | 0.3 | -5 | 0 | -9 | 18 | -7 | 94 | 0
COc1ccc(CC(=O)OCC(=O)NCc2ccco2)cc1OC | 0.0 | -2 | 0.6 | -13 | 6 | 4 | -2 | 1 | 102 | -2
COc1ccc(C(=O)Nc2ccc(C(=O)Nc3nccs3)cc2)cc1[N+](=O)[O-] | -0.1 | -1 | 3.1 | -10 | 10 | -3 | -4 | 2 | 105 | 7
COc1ccc(N(CC(=O)NCCSc2ccccn2)S(C)(=O)=O)cc1Cl | 0.2 | -2 | -0.6 | -4 | 2 | 3 | -5 | -1 | 97 | 4
CC(=O)Nc1ccc(S(=O)(=O)N(Cc2cc3ccc(C)cc3[nH]c2=O)CC2CCCO2)cc1 (stereo not given) | -0.1 | 2 | 1.3 | -7 | -1 | 15 | 17 | -1 | 96 | 0
CC(=O)Nc1ccc(NC(=O)CSc2nnc(C3CC3)n2C)cc1 | -0.2 | 0 | 4.2 | -5 | 8 | 7 | 16 | 1 | 105 | 2
Cc1nn2c(=O)cc(COC(=O)c3ccc(S(=O)(=O)N4CCCCC4)cc3)nc2s1 | 0.1 | 0 | -1.7 | / | 0 | -4 | -5 | -1 | 97 | -4
CC(=O)N1CCN(c2cc(N3CCCC3)c(F)cc2[N+](=O)[O-])CC1 | 0.0 | -4 | -0.1 | -1 | 21 | 1 | 3 | -2 | 111 | 8
Cc1ccc(-c2nc3ccccc3nc2-c2ccccc2)cc1 | 0.1 | 1 | -0.7 | -3 | -1 | -4 | -2 | 1 | 103 | -1
CCc1nc2scc(-c3cccs3)c2c(=O)o1 | -0.2 | -2 | 5.2 | -7 | -1 | -1 | 0 | 1 | 101 | 1
O=C(CO)N/N=C/c1cccc(Cl)c1Cl | 0.0 | -1 | -0.9 | -3 | 5 | 1 | -2 | 4 | 102 | -2
COc1ccc(/C=C/C(=O)OCC(=O)NCCC2=CCCCC2)cc1 | -0.4 | -5 | 4.1 | -4 | 9 | -4 | -15 | 1 | 98 | 4
COC(=O)c1cc(OC)c(OC)cc1NC(=O)CCNC(=O)c1ccco1 | 0.0 | 0 | -0.6 | -5 | 1 | 13 | 12 | 3 | 97 | -1
O=C(CN1CCN(S(=O)(=O)c2ccc(Cl)cc2)CC1)N1CCCC1 | 0.3 | -24 | 0.3 | -6 | 0 | -5 | 1 | 0 | 101 | 5
CN1C[C@@H]2[C@@H]3C(=O)N(Cc4ccccc4)C(=O)[C@@H]3[C@](C)(C1=O)N2C(=O)c1ccccc1 | 0.0 | 2 | -1.1 | -10 | 0 | -1 | -3 | 2 | 95 | 1
CC(C)c1ccccc1NC(=O)Nc1nnc([C@@H]2C[C@H](O)[C@@H](CO)O2)s1 | -0.1 | 0 | -1.9 | -5 | 5 | 5 | 30 | 0 | 99 | 6
C=CCNc1ncnc2ccccc12 | 0.2 | -12 | -0.6 | / | -5 | -4 | / | 0 | 97 | -1
O=C(O)C(F)=C1c2ccccc2-c2ccccc21 | 0.0 | 4 | -0.2 | 1 | -4 | 2 | -2 | 1 | 95 | 2
Cc1cccc2c(=O)c(C(=O)NCc3ccc(F)cc3)c[nH]c12 | 0.9 | -4 | 0.2 | -1 | -4 | 6 | -4 | 3 | 90 | -1
Cc1cc(N/N=C/c2ccc(F)cc2)nc(NCc2ccccc2)n1 | 0.3 | -1 | -0.8 | -5 | -4 | -9 | 22 | -3 | 95 | -6
CCN(Cc1ccccc1)C(=O)Cn1c(=O)n(CC(=O)N2CCCCC2)c(=O)c2sccc21 | -0.4 | -1 | 0.4 | -3 | -5 | 1 | -2 | 1 | 96 | 6
CC(C)Oc1ccc(C(=O)OCC(=O)c2ccc[nH]2)cc1 | -0.5 | 0 | -0.3 | -8 | -5 | -18 | 4 | 2 | 98 | 1
Cc1cc(/C=N/n2cnnc2)c(C)n1-c1cccc(Cl)c1 | 0.6 | 1 | 0.2 | -2 | 11 | -14 | -1 | -1 | 101 | 3
CC(C)CCn1c(N)c(S(=O)(=O)c2cccs2)c2nc3ccccc3nc21 | 1.0 | 13 | -1.0 | -6 | -3 | -16 | -2 | -2 | 108 | 5
CC(C)CCNC(=O)C1CCN(C(=O)N(C)C)CC1 | 0.0 | -3 | -0.2 | -8 | -2 | -1 | 21 | 2 | 97 | 3
Cc1ccc(F)cc1NCC(=O)Nc1ccc(Cl)cc1F | -0.2 | 4 | -1.0 | -6 | -8 | -1 | 1 | -1 | 94 | -2
Cc1cc(C(=O)N2CCCC(Nc3ccc(C)c(C)c3)C2)nc(C)n1 (stereo not given) | -0.3 | -11 | 1.2 | -9 | 14 | 6 | 12 | 1 | 99 | 7
COc1ccccc1N1CCN(C(=O)c2cc(S(=O)(=O)N3CCOCC3)ccc2C)CC1 | -0.1 | -2 | 0.8 | -6 | -2 | 5 | -8 | 2 | 95 | -2
COc1ccc(C2N3CC4(C)CN2CC(C)(C3)C4=O)cc1OC (stereo not given) | 0.0 | -1 | -2.6 | -4 | / | -1 | 19 | 0 | 102 | 5
S=C(NCCN1CCOCC1)Nc1ccc(Br)cc1 | 0.0 | -10 | 3.0 | -4 | ? | -3 | -15 | 0 | 79 | 6
O=C(c1cccc(S(=O)(=O)NCc2ccccc2)c1)N1CCCC1 | -0.2 | -1 | 0.0 | 3 | 3 | 2 | -8 | 0 | 94 | 0
CNS(=O)(=O)c1cccc(C(=O)NCC2CCCCC2)c1 | 0.0 | -1 | 0.2 | -20 | -1 | 3 | -7 | 1 | 97 | 3

Hits appear at their usual frequency; about 3.1% have a hit in one of these screens.
